High-throughput results from PubChem BioAssay.
PrPC TRFRET – inhibitors of human cell surface prion protein PrPC, primary screen, cell-based, TR-FRET | TR-FRET read-out | inhibition, % at 13.8 µM | hit rate 0.43% among 370,000 | AID 720596, 2013; in the data active = inhibition above about 24%; note: 0% = median of the test wells and 100% = reference compound wells
MazEF act – activators of E. coli MazEF toxin-antitoxin RNase, primary screen, biochemical, fluorescence, uHTS; FAM/BHQ RNA-DNA oligo cleavage fluorescence, 5 h; hit rate 0.32% among 350,000; activation, % at 20 µM; in the data active = activation above about 50%
Target sequence (P0AE70 whole entry, looked up): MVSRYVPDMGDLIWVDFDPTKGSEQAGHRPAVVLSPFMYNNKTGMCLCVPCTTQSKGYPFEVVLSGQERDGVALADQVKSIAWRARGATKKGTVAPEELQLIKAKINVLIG
Yp Topo-I inh – Yersinia pestis topoisomerase I inhibitors, primary screen, biochemical, cleavage product accumulation, plate reader, single point; DNA topoisomerase I (Yersinia pestis CO92); Y. pestis Topo-I cleavage product accumulation; hit rate 0.064% among 360,000; activity, % at 10 µM; AID 504884, 2011; in the data active = activity above about 50%, passing the limit was not always enough; note: inactives centre near 2
Rv3671c inh – Rv3671c serine protease inhibitors, primary screen, biochemical, fluorescence polarization, M. tuberculosis H37Rv | P9WHR9 | inhibition, % at 5.96 µM | hit rate 0.048% among 320,000; in the data active = inhibition above about 38%;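 note: extracellular domain of Rv3671c used as enzyme; 0% = enzyme with DMSO and 100% = no enzyme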
Target sequence (P9WHR9 whole entry, looked up, the tested form may be a part): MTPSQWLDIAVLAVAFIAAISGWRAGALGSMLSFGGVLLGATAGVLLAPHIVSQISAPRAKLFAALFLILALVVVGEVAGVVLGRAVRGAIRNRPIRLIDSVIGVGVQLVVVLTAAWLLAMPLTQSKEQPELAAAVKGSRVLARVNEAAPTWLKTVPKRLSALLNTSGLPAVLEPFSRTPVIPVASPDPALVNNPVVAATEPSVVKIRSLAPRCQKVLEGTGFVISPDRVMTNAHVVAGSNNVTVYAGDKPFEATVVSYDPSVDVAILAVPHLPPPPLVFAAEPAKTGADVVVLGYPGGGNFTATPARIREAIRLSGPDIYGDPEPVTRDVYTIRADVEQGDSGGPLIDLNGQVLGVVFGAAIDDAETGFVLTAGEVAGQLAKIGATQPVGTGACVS
Vc quorum ag – inducers of Vibrio cholerae quorum light production without autoinducers, primary screen, BH1578 luxS cqsA deficient, single point; V. cholerae BH1578 lux reporter, luminescence, 6 h; activation, % at 18.7 µM; hit rate 0.16% among 350,000; in the data active = activation mostly above about 9.7%, no sharp cut-off; note: not every result past the cut was called active; inactives centre near 0; reference of the scale not given here
DUSP3 inh – VHR1 phosphatase inhibitors, primary screen, biochemical, absorbance, uHTS; Dual specificity protein phosphatase 3 (Homo sapiens), P51452; recombinant VHR phosphatase, pNPP absorbance; inhibition, % at 13.3 µM; hit rate 0.52% among 290,000; in the data active = inhibition above about 50%; note: some compounds called inactive have numbers as strong as hits
Target sequence (P51452 whole entry, looked up): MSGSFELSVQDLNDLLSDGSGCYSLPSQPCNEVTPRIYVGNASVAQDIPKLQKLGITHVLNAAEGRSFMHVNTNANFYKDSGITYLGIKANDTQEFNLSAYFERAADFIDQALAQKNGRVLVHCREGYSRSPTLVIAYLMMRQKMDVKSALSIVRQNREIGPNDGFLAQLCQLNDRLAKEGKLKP
TcdB GH inh – TcdB glycohydrolase inhibitors, primary screen, biochemical, single point, plate reader; Toxin B (Clostridioides difficile), P18177; TcdB glycohydrolase enzymatic assay; inhibition, % at 9.99 µM; hit rate 0.24% among 350,000; AID 652162, 2013; in the data active = inhibition above about 10%
PriA SSB inh – inhibitors of Klebsiella pneumoniae PriA binding to SSB C-terminal tail, primary screen, biochemical, AlphaScreen. inhibition, % at 33 µM. hit rate 0.6% among 430,000. AlphaScreen SSBct-PriA binding, biotinylated peptide; in the data active = inhibition mostly above about 37%, no sharp cut-off; inactive = mostly below about 20%;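 note: plate controls were negative control peptide for no effect and reference peptide for full effect; strong numbers were not always called active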
3CLpro inhibitor – SARS-CoV 3CLpro protease inhibitors, primary screen, biochemical, quenched FRET; recombinant SARS-CoV 3CLpro, quenched FRET peptide cleavage; hit rate 0.14% among 290,000; Replicase polyprotein 1ab (Severe acute respiratory syndrome coronavirus), P0C6X7; inhibition, % at 6 µM; AID 1706, 2009; in the data active = inhibition above about 12%
CCHFV vOTU inh – CCHFV vOTU protease inhibitors, primary screen, biochemical, Pep-AMC substrate, fluorescence | Crimean-Congo hemorrhagic fever virus L polyprotein viral ovarian tumor (vOTU) protease … | inhibition, % at 11.5 µM | hit rate 0.55% among 370,000; in the data active = inhibition above about 30%; note: 0% = vehicle wells with enzyme and 100% = no enzyme wells
Starred values were filed as active, the others as inactive; i = inactive; nt = no result given; & = joins results of further samples. A portion of the library; count on the stated rates, not on these rows.

SMILES	PrPC TRFRET	MazEF act	Yp Topo-I inh	Rv3671c inh	Vc quorum ag	DUSP3 inh	TcdB GH inh	PriA SSB inh	3CLpro inhibitor	CCHFV vOTU inh
Cc1cc(=O)[nH]c(SCCCOc2ccccc2Cl)n1	9.4	-4.2	10.8	1.8	-0.2	20.2	nt	-7.8	-0.2	9.2
C/C(=N\O)C(=O)NCc1ccccn1	-4.7	-10.2	-0.8	6.2	i	-5.1	nt	nt	-6.1	7.5
CCC(c1nnc(SCC(=O)Nc2c(F)cccc2F)n1Cc1ccccc1)N(C)C (configuration not stated)	2.0	1.0	8.2	0.6	i	-3.0	1.5	-14.7	-3.3	-8.3
O=C(NN(c1ccccc1)c1ccccc1)c1ccc([N+](=O)[O-])o1	-5.2	3.7	6.8	-3.0	-0.2	11.5	0.4	1.7	-0.7	3.9
Nc1n[nH]c(N)c1N=Nc1cccc(F)c1	-13.8	-2.4	-12.9	-6.2	-0.4	30.1	nt	24.1	-3.5	-0.1
C=C1[C@H]2CC[C@H]3[C@]4(C)C[C@H](O[C@@H]5OC(CO)[C@@H](OSOOO)[C@H](OS(=O)(=O)O)[C@H]5OC(=O)CC(C)C)C[C@@H](C(=O)O)[C@H]4CC[C@]3(C2)[C@H]1O (some centres not stated)	4.0	2.5	3.0	-0.9	i	nt	-5.7	nt	nt	27.4
Cc1nn(C)c(C)c1CN(C)C(=O)C1(C)CC1(Br)Br (configuration not stated)	-3.5	8.3	3.9	-2.2	-0.1	0.1	0.4	-8.5	2.2	-13.7
O=c1[nH]c(=S)c2ncn(-c3ccccc3)c2[nH]1	4.8	-6.5	-9.0	1.1	i	27.2	0.8	-11.7	-2.7	7.8
O=C(CSCc1ccc(Cl)cc1)Nc1ccc(S(=O)(=O)N2CCCCCC2)cc1	2.4	-7.7	2.0	-52.5	-0.6	18.1	nt	-6.5	6.5	13.5
COc1ccc(Nc2nc3cc(-c4sccc4C)sc3c(=O)n2C)cc1OC	-4.0	nt	25.2	nt	-0.3	nt	0.7	nt	nt	1.3
COC(=O)CCc1c(C)nc(N)[nH]c1=O	2.6	-0.5	-1.1	1.3	nt	18.7	1.3	-6.8	-4.7	-42.8
Cc1cccc(C)c1NC(=O)CN1C(=O)S/C(=C\c2cccn2-c2cccc(C(=O)O)c2)C1=O	-3.5	-15.9	16.6	-1.2	-3.1	20.9	nt	-7.4	-2.7	5.2
Cc1cc(/C=C2/SC(=S)N(c3cccc(C(F)(F)F)c3)C2=O)c(C)n1-c1cccnc1	nt	-9.3	-3.4	-6.2	i	nt	nt	14.0	-0.6	nt
Cc1cc(NC(=O)COC(=O)[C@H](C)NC(=O)c2ccccc2)no1	-6.1	-2.7	0.9	-7.8	nt	18.9	-1.4	-6.7	-2.0	-10.5
Cc1cccc(N(Cc2ccccc2)C(=O)c2ccc(C)c(S(=O)(=O)N3CCOCC3)c2)c1	11.1	-0.6	24.4	-7.4	i	nt	1.3	2.5	nt	15.3
COc1cc(/C=C/CN2CCC(CO)(CC3CCCCO3)CC2)ccc1O (configuration not stated)	-8.0	-21.3	1.5	0.6	1.4	51.4*	3.8	-14.5	8.9	2.0
CC[n+]1c(C)n(-c2ccccc2)c2ccc(C(=O)OC)cc21	2.7	11.4	6.3	4.0	i	-7.7	-1.2	-1.4	1.7	10.7
CC(=O)Nc1ccc(S(=O)(=O)N2CCN(C(=O)N3CCCCCC3)CC2)cc1	-4.3	-0.8	-4.7	-3.0	0.4	11.9	nt	-4.7&2.0	-1.1	6.1
CCCCN(C=O)c1c(CC)nc2c(OCC3CCCCC3)cccn12	15.8	nt	13.5	nt	-0.2	nt	-1.7	nt	nt	17.8
CNS(=O)(=O)c1cccc(C(=O)OCC(=O)c2c(N)n(Cc3ccccc3)c(=O)n(C)c2=O)c1	-4.6	12.6	9.6	nt	i	nt	0.2	-3.3	nt	-3.2
C[C@@H]1CN([C@H](C)CO)C(=O)c2c(c3ccccc3n2C)-c2ccccc2CO[C@H]1CN(C)Cc1cccc(C(=O)O)c1	-0.5	7.2	14.8	nt	-0.4	nt	0.5	nt	nt	3.6
O=C(COC(=O)/C=C/c1ccc(F)cc1)NCc1ccc2c(c1)OCO2	7.8	-40.3	-1.0	-3.7	0.8	nt	-0.7	-0.9	nt	7.4
O=C(O)CNC(=O)c1ccc(NS(=O)(=O)c2ccc3ccccc3c2)cc1	-4.9	-6.9	4.9	-1.1	i	11.8	-0.1	-8.1	-2.3	11.7
CNc1nc(C)c(C(C)=O)cc1C#N	-0.9	-1.6	-1.3	-3.9	-3.1	24.3	nt	-7.3	-0.8	-3.8
O=S(=O)(NCC(Nc1ccc(Cl)cc1)c1ccccc1)c1ccc(Cl)cc1 (configuration not stated)	-5.9	3.0	-0.1	-22.9	-0.2	7.4	0.4	-2.0	0.4	-1.9
Cc1cccc(NS(=O)(=O)c2cccc(C(=O)N3CCN(S(=O)(=O)c4ccccc4)CC3)c2)c1	15.2	-0.5	9.2	-8.2	i	nt	-5.1	-0.8	nt	4.5
O=C(c1cccc(C(F)(F)F)c1)N1CCC(O)(CS(=O)(=O)Cc2ccc(Cl)cc2)CC1	-1.4	-4.8	3.4	-8.5	i	3.6	nt	1.8	-0.8	-2.3
CCc1oc(C(=O)O)cc1COC	1.7	9.1	-4.4	7.2	i	18.2	nt	-6.5	0.2	2.3
Cc1cc(C)n(C(=O)c2ccc([N+](=O)[O-])cc2Cl)n1	-11.4	9.6	-5.0	-1.6	-0.2	5.8	0.9	14.6	-1.9	-5.7
Cc1cc(=O)[nH]c(SCC(=O)OCc2ccccc2)c1C#N	0.5	-0.3	-2.0	0.9	i	10.3	-3.0	-17.4	0.6	0.3

Some of the entries so far, with two lines to a compound:
Below each compound – PrPC TRFRET	MazEF act	Yp Topo-I inh	Rv3671c inh	Vc quorum ag	DUSP3 inh	TcdB GH inh	PriA SSB inh	3CLpro inhibitor	CCHFV vOTU inh
> C[C@@H]1CN([C@H](C)CO)C(=O)c2c(c3ccccc3n2C)-c2ccccc2CO[C@H]1CN(C)Cc1cccc(C(=O)O)c1
→ -0.5	7.2	14.8	nt	-0.4	nt	0.5	nt	nt	3.6
> O=C(COC(=O)/C=C/c1ccc(F)cc1)NCc1ccc2c(c1)OCO2
→ 7.8	-40.3	-1.0	-3.7	0.8	nt	-0.7	-0.9	nt	7.4
> O=C(O)CNC(=O)c1ccc(NS(=O)(=O)c2ccc3ccccc3c2)cc1
→ -4.9	-6.9	4.9	-1.1	i	11.8	-0.1	-8.1	-2.3	11.7
> CNc1nc(C)c(C(C)=O)cc1C#N
→ -0.9	-1.6	-1.3	-3.9	-3.1	24.3	nt	-7.3	-0.8	-3.8
> O=S(=O)(NCC(Nc1ccc(Cl)cc1)c1ccccc1)c1ccc(Cl)cc1 (configuration not stated)
→ -5.9	3.0	-0.1	-22.9	-0.2	7.4	0.4	-2.0	0.4	-1.9
> Cc1cccc(NS(=O)(=O)c2cccc(C(=O)N3CCN(S(=O)(=O)c4ccccc4)CC3)c2)c1
→ 15.2	-0.5	9.2	-8.2	i	nt	-5.1	-0.8	nt	4.5
> O=C(c1cccc(C(F)(F)F)c1)N1CCC(O)(CS(=O)(=O)Cc2ccc(Cl)cc2)CC1
→ -1.4	-4.8	3.4	-8.5	i	3.6	nt	1.8	-0.8	-2.3

The listing picks up; the two compounds before the break are reprinted first.
SMILES	PrPC TRFRET	MazEF act	Yp Topo-I inh	Rv3671c inh	Vc quorum ag	DUSP3 inh	TcdB GH inh	PriA SSB inh	3CLpro inhibitor	CCHFV vOTU inh
Cc1cc(C)n(C(=O)c2ccc([N+](=O)[O-])cc2Cl)n1	-11.4	9.6	-5.0	-1.6	-0.2	5.8	0.9	14.6	-1.9	-5.7
Cc1cc(=O)[nH]c(SCC(=O)OCc2ccccc2)c1C#N	0.5	-0.3	-2.0	0.9	i	10.3	-3.0	-17.4	0.6	0.3
CCCCOc1ccc(/C=N/NC(=S)Nc2cccc(C)c2C)cc1	3.3	-7.2	1.9	-1.3	-0.3	18.8	nt	nt	-2.0	0.7
COc1ccccc1-c1cc(C(F)(F)F)nc(NCc2cccs2)n1	-2.7	-12.5	12.8	-10.9	-0.6	-19.9	-0.9	-21.9	2.6	20.1
CCCCN1C(=O)C(CC(=O)NCCN2CCOCC2)CC(C(=O)N(CC)CC)=C1C (configuration not stated)	4.7	2.9	1.4	nt	-0.4	nt	-0.6	nt	nt	-2.2
O=C(Nc1ccc(Cl)c(Cl)c1)c1csc(-c2ccccc2)n1	-2.1	0.8	8.0	-18.9	1.4	25.3	nt	-13.7	1.9	-3.6
N[C@@H]1CC[C@@]2(O)[C@H]3Cc4ccc(O)c5c4[C@@]2(CCN3CC2CC2)C1O5 (some centres not stated)	-6.6	3.7	5.2	-0.5	-0.4	nt	0.9	-11.2	nt	3.0
Cc1ccc(N/N=C/c2cccnc2)cc1	15.8	3.6	1.9	0.0	-0.2	-2.7	nt	nt	-0.5	3.9
OCc1ccccc1OCCCN1CCC(Cc2ccccc2)CC1	5.6	11.4	12.0	-1.4	i	7.9	-5.1	5.1	-2.0	16.6
COC(=O)c1c(C)c[nH]c1C	10.5	0.3	1.6	-11.8	-0.4	25.6	0.8	-9.0	-2.5	-3.0
S=c1[nH]nc(-c2ccco2)n1/N=C/c1ccccc1	-4.0	7.2	-2.2	-2.2	i	-8.5	3.5	nt	-0.5	-1.4
COc1ccc(CCNC(=O)CSc2nnc(C(C)N(C)C)n2Cc2ccccc2)cc1OC (configuration not stated)	4.7	-4.3	10.9	6.2	-0.2	27.4	-0.9	4.6	4.7	0.2
COc1ccc(C(N)=S)cc1	0.0	3.6	-5.7	0.4	-0.2	8.3	nt	4.1	5.3	3.1
CCN(CC)S(=O)(=O)c1cc(NC(=O)C(=O)c2c(-c3ccccc3)cc3ccccn23)ccc1C	-6.5	8.5	20.7	-28.0	-18.4	10.4	nt	13.2	3.7	5.2
COc1cccc(NC(=O)Cn2c(=O)n(CC3CCCO3)c(=O)c3ccccc32)c1 (configuration not stated)	-6.1	4.5	-5.2	-8.1	3.0	17.1	nt	-2.4	-2.3	-7.7
CCOc1cc(-c2nnc(NC(=O)c3ccco3)o2)cc(OCC)c1OCC	-2.6	3.1	2.3	5.0	i	nt	4.4	-16.0&-1.3	nt	2.5
CN(CC(=O)Nc1cccc(F)c1)CC(=O)Nc1cccc(S(=O)(=O)N2CCCCC2)c1	9.5	3.5	27.5	-19.9	-2.5	nt	-0.8	2.5	nt	13.8
CC(=O)NS(=O)(=O)c1ccc(NC(=S)NC(=O)C2CCC2)cc1	-5.0	-3.6	0.4	nt	-0.4	0.3	2.6	-12.4	0.1	-2.0
CC(C)(C)c1ccc(/C=N/NC(=O)Cc2c[nH]c3ccccc23)cc1	2.5	7.0	28.7	7.6	-0.4	-12.2	nt	nt	2.4	12.0
CC(=O)NN1C(=O)c2ccccc2NC1c1cccnc1 (configuration not stated)	8.6	-4.3	3.3	-2.0	i	12.0	0.4	1.9	3.4	-44.6
CCOC(=O)C1(Cc2ccccc2C)CCCN(C(=O)CCn2nccc2C)C1 (configuration not stated)	-1.4	4.0	19.3	3.5	-0.3	4.0	1.0	9.7	4.1	0.0
CCc1ccc(NC(=S)Nc2cc(OC)c(NC(=O)C(C)C)cc2OC)cc1	1.5	2.3	-7.2	-4.7	-0.3	24.5	0.8	16.6	-3.8	5.2
